# Assay outcomes deposited in PubChem BioAssay by National Center for Advancing Translational Sciences (NCATS).
# GRP78 ERSR act = ER stress response induction in glioma; U87-MG GRP78 promoter luciferase reporter, 16 h; Potency, µM, inactives show at the highest dose activation, actives largely listed as activators; 420,000 tested, 0.02% active; AID 602332; further: potency means the concentration at half of the fitted maximal effect; series mostly up to about 76 µM; % of control where 0% means no effect; nearly all actives have a fitted effect of over 35% in size
#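 ERSR induction read as luciferase luminescence (Bright-Glo, 10 min at room temperature) in stably transfected human U87-MG glioma cells exposed to compounds for 16 h, using GRP78 as sensor.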
# APE1 inh = inhibitors of human APE1 endonuclease | recombinant APE1, TAMRA/BHQ-2 abasic DNA cleavage fluorescence | Potency, µM (highest dose often 65.8 µM), for the others: top-dose activity change, negative = inhibition, usual class: inhibitors | 350,000 tested, 0.35% active | AID 2517;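 further: potency means the concentration at half of the fitted maximal effect; plate controls were vehicle for no effect and reference inhibitor for full effect; nearly all actives have a fitted effect of over 55% in size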
# Target sequence (P27695 whole entry, looked up): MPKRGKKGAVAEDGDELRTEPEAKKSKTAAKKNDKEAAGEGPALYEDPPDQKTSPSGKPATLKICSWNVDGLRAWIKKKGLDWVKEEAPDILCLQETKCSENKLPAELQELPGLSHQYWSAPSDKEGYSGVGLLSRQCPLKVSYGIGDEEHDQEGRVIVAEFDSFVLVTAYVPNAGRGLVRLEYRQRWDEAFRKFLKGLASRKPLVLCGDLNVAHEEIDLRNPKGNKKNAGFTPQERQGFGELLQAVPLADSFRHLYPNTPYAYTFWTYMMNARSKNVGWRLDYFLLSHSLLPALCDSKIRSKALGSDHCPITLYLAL
#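 APE1 at 0.75 nM final was preincubated with compound 15 min at room temperature, then 50 nM double-stranded THF abasic-site substrate (5'-TAMRA/3'-BHQ-2) was added. Fluorescence (ex 525/em 598 nm) was read kinetically; third-minus-first read gave activity.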
# POLI inh = inhibitors of human DNA polymerase iota. Q9UNA4. Pol iota fluorescent replication assay, 10 min. Potency, µM (doses to about 115 µM), for inactives: at the highest dose activity, negative = inhibition, most hits filed as inhibitors. 390,000 tested, 1% active. AID 588590; further: potency means the concentration at half of the fitted maximal effect
#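 Fluorescent replication assay read twice, at 0 min and 10 min after adding 50 nM (final) substrate. Enzyme (10 nM) and compounds were first incubated 15 min at room temperature; enzyme-free buffer wells were negative controls.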
# LDHA block = inhibitors of human lactate dehydrogenase A | P00338 | purified LDHA, NADH/diaphorase-resazurin fluorescence; active compounds read low | 480,000 tested, 0.15% active | activity change, % (values are at about 110 or 230 µM); in the data active means activity change below about -30%; inconclusive means mostly about -25% to -30%;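 further: plate controls were DMSO wells for no effect and wells without enzyme for full effect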
#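 Enzyme activity of human lactate dehydrogenase 5 (2 nM; 0.06 mM NADH, 0.2 mM pyruvate, 5 min, RT) is measured via a resazurin/diaphorase fluorescence readout of residual NADH.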
# POLB inh = DNA polymerase beta (human) inhibition; 340,000 tested, 1.3% active; Potency, µM (titrated, usually from 114 µM), without a hit: top-dose activity change, negative = inhibition, usual class: inhibitors; P06746; AID 485314; Pol beta primer extension/strand displacement, fluorescence kinetic; further: potency means the concentration at half of the fitted maximal effect; on the % scale 0 is the no-effect control and ±100 the full control effect
#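 Preincubation: enzyme (10 nM) with compound, 15 min, RT. Reaction: substrate added to 50 nM final. Reads: 0 and 10 min. Analysis: normalized, Hill fit.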
# BLM helicase inh = inhibitors of human Bloom syndrome helicase BLM | AID 2528 | recombinant BLM DNA unwinding, fluorescence dequenching | Potency, µM (top dose mostly 56.1 µM), for the others: top-dose activity change, negative = inhibition, most hits filed as inhibitors | 350,000 tested, 0.2% active;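 further: potency means the concentration at half of the fitted maximal effect; plate controls were vehicle for no effect and no enzyme for full effect; nearly all actives have a fitted effect of over 35% in size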
# Pol eta inh = blocks human DNA polymerase eta activity | Q9Y253 | Potency, µM (doses to about 114 µM), for the others: top-dose activity change, negative = inhibition, hits mostly inhibitors | 390,000 tested, 1.2% active | recombinant Pol eta, fluorescent DNA replication assay; further: potency means the concentration at half of the fitted maximal effect; on the % scale 0 is the no-effect control and ±100 the full control effect
# Target sequence (Q9Y253 whole entry, looked up): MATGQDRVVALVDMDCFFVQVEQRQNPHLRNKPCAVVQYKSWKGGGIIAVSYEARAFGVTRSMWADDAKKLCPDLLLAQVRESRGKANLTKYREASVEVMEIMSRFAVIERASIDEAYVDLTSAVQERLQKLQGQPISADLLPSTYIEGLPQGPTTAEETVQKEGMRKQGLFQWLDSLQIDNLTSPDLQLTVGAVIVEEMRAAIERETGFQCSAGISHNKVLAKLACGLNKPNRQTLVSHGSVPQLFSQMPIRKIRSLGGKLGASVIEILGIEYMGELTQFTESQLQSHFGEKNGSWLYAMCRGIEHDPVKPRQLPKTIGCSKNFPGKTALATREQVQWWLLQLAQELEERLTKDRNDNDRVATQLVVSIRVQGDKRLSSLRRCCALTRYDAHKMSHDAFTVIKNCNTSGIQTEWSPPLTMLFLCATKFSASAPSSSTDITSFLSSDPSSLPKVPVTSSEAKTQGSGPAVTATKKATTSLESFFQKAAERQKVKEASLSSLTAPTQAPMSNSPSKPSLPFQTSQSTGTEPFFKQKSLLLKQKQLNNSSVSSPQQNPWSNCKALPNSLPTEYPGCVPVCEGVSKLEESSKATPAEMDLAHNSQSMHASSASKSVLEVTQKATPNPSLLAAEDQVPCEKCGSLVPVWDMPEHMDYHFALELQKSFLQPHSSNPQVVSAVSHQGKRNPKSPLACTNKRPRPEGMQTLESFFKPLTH
#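 Pol eta at 10 nM preincubated with compounds 15 min at room temperature; reaction started with fluorescent substrate (50 nM final) and read kinetically at 0 and 10 min.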
# Pol kappa inh = DNA polymerase kappa (human) inhibition. Potency, µM (doses to about 107 µM), for inactives: at the top dose activity, negative = inhibition, usual class: inhibitors. 400,000 tested, 0.53% active. purified Pol kappa, fluorescent DNA synthesis assay, 10 min. Q9UBT6. AID 588579; further: potency means the concentration at half of the fitted maximal effect; on the % scale 0 is the no-effect control and ±100 the full control effect
#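 Fluorescent qHTS in 1536-well format: enzyme (10 nM) and compound sat 15 min at room temperature before 50 nM substrate (final) was added. Signal taken at 0 and 10 min; no-enzyme buffer wells were negative controls.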
# Anesthetic bind = binds horse apoferritin like a general anesthetic; P02791; apoferritin/1-aminoanthracene competitive binding, fluorescence; Potency, µM (highest dose often 77.5 µM), for inactives: top-dose activity change, negative = displacement, usual class: inhibitors; 350,000 tested, 0.074% active; AID 485281; further: potency means the concentration at half of the fitted maximal effect; on the % scale 0 is the no-effect control and ±100 the full control effect; nearly all actives have a fitted effect of over 20% in size
#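 Horse-spleen apoferritin (10 uM) in 50% saturated 1-aminoanthracene in PBS was incubated 10 min at room temperature with compound. Fluorescence (ex 380, em 535 nm) was normalized to free and bound 1-AMA, with concentration-response fitted by a four-parameter Hill equation.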
# * hit, by the source's call; ? = inconclusive; · = not tested or not shown; & = joins results of further samples; [ ] = another dose, or the depositor's remark. Unless noted, the call rests on the fitted dose curve; in most records, active means well fitted curve in the direction sought with a large enough effect; inconclusive means small, poorly fitted or top-dose-only effect, or another doubt; inactive means no such curve, though single readings can be large; an effect the other way counts as inactive or inconclusive. Not all compounds are listed, so the mix of outcomes need not match the whole.
SMILES,GRP78 ERSR act,APE1 inh,POLI inh,LDHA block,POLB inh,BLM helicase inh,Pol eta inh,Pol kappa inh,Anesthetic bind
COc1ccc(CNC(=O)CCC(=O)n2ncc3cc(C)ccc32)cc1,-2%,16%,-55%,-8,3%,-1%,1%,-7%,?
C=CCOc1cccc(/C=N/NC(=O)C(OC)c2ccccc2)c1 (configuration not stated),-1%,38%,17%,-3,-4%,-6%,-8%,-24%,-16%
Cc1cccc(N2C(=O)CC(N(C(=O)c3ccco3)c3cccc(C)c3)C2=O)c1 (configuration not stated),-2%,12%,1%,-6,4%,3%,-13%,-1%,3%
O=C1NCCCC2c3c(cc(Br)c(O)c3Br)OC12N1CCCCC1 (configuration not stated),-4%,-5%,?,11,-18%,-11%,?,?,-22%
FC(F)(F)Oc1ccc(NC(=S)NCc2ccccc2)cc1,-4%,-1%,-3%,-8,0%,0%,-6%,-6%,-2%
CS(=O)(=O)Nc1ccc(C(=O)NCCSCc2ccco2)cc1,-2%,1%,10%,-6,-21%,2%,?,-10%,-5%
Cc1c(C)c2ccc(OC3CCCCC3=O)cc2oc1=O (configuration not stated),0%,-1%,-6%,0,-3%,0%,-7%,5%,-18%
CCOC(=O)CSc1cc(C)nc(N)n1,2%,-1%,-8%,-3,17%,0%,-4%,2%,-3%
NC(=O)c1ccccc1NCC(=O)c1ccc(Cl)cc1,1%,-6%,11%,-7,60%,-3%,-5%,1%,-9%
CC(C)c1nn2c(=O)cc(COC(=O)c3ccco3)nc2s1,0%,·,11%,-3,3%,1%,-16%,2%,-2%
COc1cc([N+](=O)[O-])ccc1NC(=O)CCN1C(=O)C2C3CCC(C3)C2C1=O (configuration not stated),-1%,-1%,1%,-4,9%,2%,-11%,-1%,-6%
CCc1ccc(-n2c(=O)c3c4c(sc3n(Cc3ccc(C)cc3)c2=O)CCC4)cc1,-3%,·,14%,-11,3%,-3%,-12%,-4%,-2%
O=c1oc(-c2ccccc2NS(=O)(=O)c2ccc(F)cc2)nc2ccccc12,-2%,3%,84%[activator],-1,2%,-5%,-10%,-6%,0%
COc1cccc(NC(=O)CN(C)C(=O)c2ccc3c(c2)C(=O)N(CCC(C)C)C3=O)c1,0%,21%,-7%,-3,·,·,-19%,-12%,·
COc1ccc(N2CCN(CCNC(=O)CCCn3c(=O)[nH]c4cc(Cl)ccc4c3=O)CC2)cc1,-4%,11%,6%,-10,-2%,-9%,-14%,-8%,6%
CCOc1ccc(CNCCCSc2ncccn2)cc1,-2%,28%,10%,0,50%,0%,-14%,10%,-8%
CC(C)[C@H](NC(=O)c1ccco1)C(=O)OCC(=O)Nc1cccc(F)c1,-5%,-1%,90%[activator],0,20%,-1%,-18%,-5%,-16%
Cc1cc(NS(=O)(=O)c2ccc(NC(=O)CCCC(=O)O)cc2)nc(C)n1,-1%,0%,-5%,-6,0%,3%,3%,-4%,1%
COc1ccc(C(NC(C)=O)c2ccc3cccnc3c2O)c(OC)c1 (configuration not stated),-8%,-2%,13%,11,-29%,-3%,-2%,-18%,-19%
COCCN(C(=O)CNC(=O)c1cccs1)C(C(=O)NC1CCCCC1)c1ccco1 (configuration not stated),-8%,7%,2%,-1,21%,-3%,-4%,6%,-8%

# Limited to POLB inh, APE1 inh and BLM helicase inh, for some of the entries so far:
smiles,POLB inh,APE1 inh,BLM helicase inh
COc1cccc(NC(=O)CN(C)C(=O)c2ccc3c(c2)C(=O)N(CCC(C)C)C3=O)c1,·,21%,·
COc1ccc(N2CCN(CCNC(=O)CCCn3c(=O)[nH]c4cc(Cl)ccc4c3=O)CC2)cc1,-2%,11%,-9%

# Eleven neighbouring records out of the list so far:
SMILES,GRP78 ERSR act,APE1 inh,POLI inh,LDHA block,POLB inh,BLM helicase inh,Pol eta inh,Pol kappa inh,Anesthetic bind
COc1ccc(CNC(=O)CCC(=O)n2ncc3cc(C)ccc32)cc1,-2%,16%,-55%,-8,3%,-1%,1%,-7%,?
C=CCOc1cccc(/C=N/NC(=O)C(OC)c2ccccc2)c1 (configuration not stated),-1%,38%,17%,-3,-4%,-6%,-8%,-24%,-16%
Cc1cccc(N2C(=O)CC(N(C(=O)c3ccco3)c3cccc(C)c3)C2=O)c1 (configuration not stated),-2%,12%,1%,-6,4%,3%,-13%,-1%,3%
O=C1NCCCC2c3c(cc(Br)c(O)c3Br)OC12N1CCCCC1 (configuration not stated),-4%,-5%,?,11,-18%,-11%,?,?,-22%
FC(F)(F)Oc1ccc(NC(=S)NCc2ccccc2)cc1,-4%,-1%,-3%,-8,0%,0%,-6%,-6%,-2%
CS(=O)(=O)Nc1ccc(C(=O)NCCSCc2ccco2)cc1,-2%,1%,10%,-6,-21%,2%,?,-10%,-5%
Cc1c(C)c2ccc(OC3CCCCC3=O)cc2oc1=O (configuration not stated),0%,-1%,-6%,0,-3%,0%,-7%,5%,-18%
CCOC(=O)CSc1cc(C)nc(N)n1,2%,-1%,-8%,-3,17%,0%,-4%,2%,-3%
NC(=O)c1ccccc1NCC(=O)c1ccc(Cl)cc1,1%,-6%,11%,-7,60%,-3%,-5%,1%,-9%
CC(C)c1nn2c(=O)cc(COC(=O)c3ccco3)nc2s1,0%,·,11%,-3,3%,1%,-16%,2%,-2%
COc1cc([N+](=O)[O-])ccc1NC(=O)CCN1C(=O)C2C3CCC(C3)C2C1=O (configuration not stated),-1%,-1%,1%,-4,9%,2%,-11%,-1%,-6%

# Continued:
SMILES,GRP78 ERSR act,APE1 inh,POLI inh,LDHA block,POLB inh,BLM helicase inh,Pol eta inh,Pol kappa inh,Anesthetic bind
COc1ccccc1CN(Cc1cc2c(C)ccc(C)c2[nH]c1=O)Cc1nnnn1Cc1ccco1,-6%,-3%,7%,-3,-2%,-7%,3%,-1%,6%
NC(=O)c1ccsc1NC(=O)CN1C(=O)NC2(CCCC2)C1=O,-1%,18%,-1%,-4,·,·,-15%,-7%,·
CC(C)CCNC(=O)CNC(=O)c1cccs1,2%,2%,0%,-8,12%,-2%,-1%,-4%,-9%
CCCC1(C(=O)O)NC(c2ccccc2O)C2C(=O)N(c3cccc(Cl)c3)C(=O)C21 (configuration not stated),-3%,11%,-4%,-5,48%,-1%,-7%,-12%,-7%
S=C(NCCc1ccccc1)N1CCN(Cc2ccc(Cl)c(Cl)c2)CC1,-6%,-1%,17%,0,-4%[57.1 µM],-2%,-11%,23%,-7%
O=C(OCc1nc2scc(-c3ccccc3)c2c(=O)[nH]1)c1cc(Cl)ccc1[N+](=O)[O-],-7%,-10%,0%,-1,-7%,-8%,-16%,-17%,-1%
COc1ccc(C(=O)C[n+]2ccc(-c3nnc4n3CCC4)cc2)cc1,-4%,7%,15%,-13,-3%,4%,-3%,-10%,-5%
Fc1ccc(-n2ncc3c(Nc4ccc(Oc5ccc(Cl)cc5)cc4)ncnc32)cc1,-2%,·,?,0,7%,-11%,-20%,-6%[60.1 µM],-5%
Cc1ccccc1C(C(=O)NC1CCCCC1)N(C(=O)CNC(=O)c1ccco1)c1cccnc1 (configuration not stated),-3%,1%,40%[activator],-5,-12%,-2%,-6%,2%,-5%
CCc1nnc(SCc2ccc([N+](=O)[O-])cc2)nc1CC,-3%,·,8%,-3,·,·,-5%,-12%,·
COc1ccc(OC)c(S(=O)(=O)N2CCN(C34CC5CC(CC(C5)C3)C4)CC2)c1,-2%,-2%,-6%,1,29%,0%,-1%,0%,-22%
COc1cccc(NC(=O)c2cccc(C(=O)Nc3cccc(OC)c3)n2)c1,-3%,13%,-22%,0,-9%,-8%,-14%,-7%,-3%
COc1cccc(/C=N/Nc2ccccc2C(=O)O)c1O,-5%,9%,-15%,1,-1%,-2%,-5%,-33%,-10%
COc1ccc(S(=O)(=O)N2CCCCCC2)cc1C(=O)Nc1cc(C)ccn1,-3%,-11%,-1%,1,·,·,-16%,8%,·
CCOc1cccc2cc(C(=O)NCc3ccc(F)cc3)c(=N)oc12,-4%,15%,-3%,-2,28%,-10%,-4%,-5%,-7%
Cc1cccc(NC(=O)c2ccc(CN3CCc4ccccc4C3)cc2)c1C,-4%,6%,56%,3,35%,-6%,-11%,-3%,-6%
CCCc1cc(C(=O)NCC(C)C)no1,2%,-4%,?,-12,2%,6%,-13%,-5%,-15%
O=C1CCC(Cc2ccccc2)N1 (configuration not stated),-1%,1%,4%,-19,-5%,3%,-1%,-4%,2%
CC1CC(C)CN(C(=O)COC(=O)c2ccc(N3CCCC3=O)cc2)C1 (configuration not stated),0%,4%,48%[activator],-2,·,·,-8%,-16%,·
CC1CCCCN1C(=O)c1ccc(C(=O)N2CCCCC2C)cc1 (configuration not stated),-3%,-5%,22%,-1,-2%,-7%,-4%,-5%,-7%
CC1CCCN(CCSc2ccc(Cl)cc2)C1 (configuration not stated),3%,0%,6%,?,-4%,4%,-2%,-8%,-7%
CC(=O)c1ccc(NS(=O)(=O)c2ccc(C)cc2)cc1,-2%,2%,?,0&5,4%,-3%,-13%,-17%,?
O=C(NCCc1ccc(Cl)cc1)c1ccc2c(c1)OCO2,-2%,-6%,-22%,-10,48%,-2%,-2%,-29%,-7%
